Source: PubChem BioAssay (National Center for Advancing Translational Sciences (NCATS))
G9a block: blocks human histone lysine methyltransferase G9a; Potency, µM (doses to about 102 µM), without a hit: at the highest dose activity, negative = inhibition, hits mostly inhibitors; G9a H3K9 monomethylation, AlphaScreen, 2 h; 8.8% of 350,000 active; Q96KQ7; further: on the % scale 0 is the no-effect control and ±100 the full control effect; nearly all actives have a fitted effect of over 75% in size
Target sequence (Q96KQ7 913-1193 limits assumed): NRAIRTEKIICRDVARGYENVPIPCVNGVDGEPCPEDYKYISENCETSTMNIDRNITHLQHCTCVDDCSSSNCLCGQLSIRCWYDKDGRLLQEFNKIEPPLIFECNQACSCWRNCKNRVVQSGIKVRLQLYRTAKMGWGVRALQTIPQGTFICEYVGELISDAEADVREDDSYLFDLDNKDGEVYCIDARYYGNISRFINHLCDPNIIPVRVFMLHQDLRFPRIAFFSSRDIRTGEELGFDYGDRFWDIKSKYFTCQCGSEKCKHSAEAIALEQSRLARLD
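Step 1: enzyme (final 20 nM) with compound, 15 min RT. Step 2: substrate peptide 500 nM and SAM 20 uM, 2 h RT. Step 3: anti-H3K9me1 antibody and AlphaScreen beads, 10 min, then plate read.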
Apoferritin bind: binds horse apoferritin like a general anesthetic. P02791. Potency, µM (top dose mostly 77.5 µM), for inactives: top-dose activity change, negative = displacement, actives largely listed as inhibitors. 0.074% of 350,000 active. apoferritin/1-aminoanthracene competitive binding, fluorescence; further: on the % scale 0 is the no-effect control and ±100 the full control effect; nearly all actives have a fitted effect of over 20% in size
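Read-out: endpoint 1-AMA fluorescence, excitation 380 nm and emission 535 nm, after compounds sit 10 min at room temperature with 10 uM horse-spleen apoferritin in 50% saturated 1-AMA/PBS. Values come from four-parameter Hill fits.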
POLB inh: blocks human DNA polymerase beta activity | Potency, µM (top dose mostly 114 µM), inactives show top-dose activity change, negative = inhibition, usual class: inhibitors | 1.3% of 340,000 active | Pol beta primer extension/strand displacement, fluorescence kinetic | P06746; further: on the % scale 0 is the no-effect control and ±100 the full control effect
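Enzyme-only controls used 10 nM Pol beta; buffer lacking enzyme served as negative control. Compound preincubated 15 min, then 50 nM substrate added; 0 and 10 min reads at room temperature.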
Pol eta inh: blocks human DNA polymerase eta activity | AID 588591 | Q9Y253 | 1.2% of 390,000 active | recombinant Pol eta, fluorescent DNA replication assay | Potency, µM (doses to about 114 µM), inactives show at the top dose activity change, negative = inhibition, most hits filed as inhibitors; further: on the % scale 0 is the no-effect control and ±100 the full control effect
Target sequence (Q9Y253 whole entry, looked up): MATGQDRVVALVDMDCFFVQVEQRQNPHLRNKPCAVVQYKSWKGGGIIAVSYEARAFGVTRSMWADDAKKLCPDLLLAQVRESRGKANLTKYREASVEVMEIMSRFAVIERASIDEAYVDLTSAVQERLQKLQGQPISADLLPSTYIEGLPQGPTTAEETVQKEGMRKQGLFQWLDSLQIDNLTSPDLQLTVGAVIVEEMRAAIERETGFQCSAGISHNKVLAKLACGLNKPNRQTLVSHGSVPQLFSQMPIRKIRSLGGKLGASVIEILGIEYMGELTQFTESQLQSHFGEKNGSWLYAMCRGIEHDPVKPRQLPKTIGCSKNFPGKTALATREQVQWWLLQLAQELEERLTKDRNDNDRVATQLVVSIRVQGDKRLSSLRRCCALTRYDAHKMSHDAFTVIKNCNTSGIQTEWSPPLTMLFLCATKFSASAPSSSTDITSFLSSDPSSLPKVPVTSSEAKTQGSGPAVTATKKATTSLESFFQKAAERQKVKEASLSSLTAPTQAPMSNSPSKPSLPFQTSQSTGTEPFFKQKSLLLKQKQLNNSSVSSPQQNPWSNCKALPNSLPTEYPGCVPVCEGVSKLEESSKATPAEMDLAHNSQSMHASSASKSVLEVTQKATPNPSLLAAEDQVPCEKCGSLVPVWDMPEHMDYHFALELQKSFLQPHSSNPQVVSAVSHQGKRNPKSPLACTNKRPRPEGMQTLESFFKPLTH
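Pol eta (10 nM) was preincubated with compounds for 15 min at room temperature, after which fluorescent replication substrate (50 nM final) was added to start the reaction. Fluorescence was read kinetically at 0 and 10 min.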
BAZ2B block: blocks human BAZ2B | AID 504333 | AlphaScreen BAZ2B-H3K14Ac peptide displacement | Potency, µM (titrated, usually from 114 µM), without a hit: at the top dose activity change, negative = inhibition, hits mostly inhibitors | 4.4% of 360,000 active; further: on the % scale 0 is the no-effect control and ±100 the full control effect; nearly all actives have a fitted effect of over 60% in size
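Multi-concentration screen (max 110 uM) measuring displacement of acetylated histone H3 peptide from BAZ2B by AlphaScreen, using 50 nM protein, 50 nM peptide and 10 ug/mL streptavidin donor plus Ni-chelate acceptor beads.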
APEX1 inh: inhibitors of human APE1 endonuclease | 0.35% of 350,000 active | recombinant APE1, TAMRA/BHQ-2 abasic DNA cleavage fluorescence | Potency, µM (highest dose often 65.8 µM), without a hit: at the top dose activity change, negative = inhibition, usual class: inhibitors;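 further: plate controls were vehicle for no effect and reference inhibitor for full effect; nearly all actives have a fitted effect of over 55% in size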
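Step 1: APE1 (0.75 nM) with compound, 15 min RT. Step 2: add 50 nM fluorophore/quencher THF duplex. Step 3: three fluorescence reads 60 s apart (525/598 nm); read 3 minus read 1 = reaction progress.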
Pol iota inh: DNA polymerase iota (human) inhibition. Pol iota fluorescent replication assay, 10 min. Potency, µM (highest dose often 115 µM), without a hit: at the highest dose activity, negative = inhibition, usual class: inhibitors. 1% of 390,000 active
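Pol iota at 10 nM preincubated 15 min with compounds at room temperature; reaction started with fluorescent substrate, 50 nM final. Fluorescence read kinetically at 0 and 10 min; buffer-only wells as negative control.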
BLM inh: inhibitors of human Bloom syndrome helicase BLM | Potency, µM (series often up to 56.1 µM), for inactives: at the highest dose activity change, negative = inhibition, most hits filed as inhibitors | P54132 | 0.2% of 350,000 active | AID 2528 | recombinant BLM DNA unwinding, fluorescence dequenching;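 further: plate controls were vehicle for no effect and no enzyme for full effect; nearly all actives have a fitted effect of over 35% in size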
POLK inh: DNA polymerase kappa (human) inhibition; Q9UBT6; Potency, µM (highest dose often 107 µM), for inactives: at the top dose activity, negative = inhibition, hits mostly inhibitors; 0.53% of 400,000 active; purified Pol kappa, fluorescent DNA synthesis assay, 10 min; further: on the % scale 0 is the no-effect control and ±100 the full control effect
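Kinetic fluorescence readout at 0 and 10 min followed reaction start with substrate at 50 nM final. Beforehand, enzyme (10 nM Pol kappa) stood 15 min with compound at room temperature; buffer-only wells were negative controls.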
An asterisk follows results filed as active; ? = inconclusive; nt = no result given; & = joins results of further samples; [ ] = another dose, or the depositor's remark. The call rests on the fitted dose curve; in most records, active means well fitted curve in the direction sought with a large enough effect; inconclusive means small, poorly fitted or top-dose-only effect, or another doubt; inactive means no such curve, though single readings can be large; an effect the other way counts as inactive or inconclusive. Potency means the concentration at half of the fitted maximal effect. This is a subset; the hit share may differ from the screen's.

No. | mol | APEX1 inh | G9a block | Pol iota inh | POLB inh | BLM inh | Pol eta inh | POLK inh | BAZ2B block | Apoferritin bind
1 | COc1cccc(-c2ccc3ncnc(NCc4cc(C)cs4)c3c2)c1 | 28%&-4% | -24%[12.7 µM] | 5% | nt | nt | -9% | -9% | -28%&0% | nt
2 | Cc1cc(F)ccc1S(=O)(=O)Nc1ccccc1C(=O)Nc1ccccc1-c1nc2ccccc2[nH]1 | -3% | 22%[59 µM] | 12% | 0% | -13% | -14% | -21% | -3% | -3%
3 | CC(C)(C)c1cc(C(=O)NCCCn2ccnc2)cc(C(C)(C)C)c1 | 36% | ? | 12% | -2% | -1% | -6% | -8% | 12% | -21%
4 | CCOC(=O)CN1C(=O)N[C@@H](c2cccc(C(F)(F)F)c2)[C@H](C(C)=O)[C@H]1C | -3%[12.4 µM] | nt | 10% | nt | 3%[12.4 µM] | -13% | -3% | nt | nt
5 | CC(=O)c1cccc(N(C(=O)c2ccco2)C(C(=O)NC2CCCC2)c2ccccc2F)c1 (configuration not stated) | 76%[activator][12.4 µM] | -4%[59 µM] | 15% | -2% | 0% | -8% | 3% | 17% | -24%
6 | O=C(NC1CCCc2ccccc21)C1CCN(S(=O)(=O)c2cccc3nonc23)CC1 (configuration not stated) | 3% | -7% | -4% | ? | -6% | -3% | 2% | 6% | -4%
7 | CCOc1ccc2[nH]c(=O)c(CN(CCN3CCOCC3)Cc3nnnn3C(C)(C)CC)cc2c1 | -3% | -11% | 3% | 20% | -5% | -12% | -11% | 9% | -3%
8 | Cc1cccc(OCC(=O)NNC(=O)Nc2cccc(Cl)c2)c1C | -2% | -6%[59 µM] | 8% | 13% | -2% | 13% | -11% | -4% | -4%
9 | COc1cccc(/C(C)=N/N=C(\C)c2cccc(OC)c2)c1 | 9% | 66%[activator][59 µM] | 33% | 21% | -10% | -1% | -3% | 56%[activator] | ?
10 | Cc1oc2cc3oc(=O)c(CCC(=O)NCCCn4ccnc4)c(C)c3cc2c1C | 54%[activator] | -8% | -12% | 4% | 4% | -8% | 6% | ? | 2%
11 | CSc1ccccc1NC(=S)NCc1ccc(Cl)cc1 | 53%[activator] | -1% | 31% | 3% | -8% | ? | -3% | ? | -22%
12 | Cc1[nH]c(=O)nc2c1CCC2 | -5% | 19% | 28% | 3% | -10% | -15% | 3% | -12% | -1%
13 | NC(=O)CC(NC(=O)c1ccc(Br)cc1)c1ccc(N2CCCCCC2)c([N+](=O)[O-])c1 (configuration not stated) | 15% | 45µM* | 17% | 0% | -12% | -17% | -9% | ? | ?
14 | COC(=O)C(NC(=O)C(NC(=O)c1ccccc1)C(C)C)C(C)C (configuration not stated) | 2% | 10%[12.7 µM] | -4% | -2% | -1% | -16% | -8% | -3% | -5%
15 | COc1ccc(NC(=O)NCc2ccco2)c(OC)c1 | 0% | ? | -7% | 17% | -3% | -9% | 5%[60.1 µM] | -8% | -3%
16 | COc1ccc(-c2cnn3c(N)c(S(=O)(=O)C(C)(C)C)cnc23)cc1 | ? | -3%[59 µM] | ? | 7% | -20% | -4% | -8% | -3% | ?
17 | O=C1CN(C(=O)c2ccc(S(=O)(=O)N3CCCC3)cc2)C(c2ccccc2)c2cc(F)ccc2N1 (configuration not stated) | nt | 3%[59 µM] | 11% | 0% | -2% | -17% | -5% | 3% | -16%
18 | O=C(Cn1cc(S(=O)(=O)Cc2ccc([N+](=O)[O-])cc2)c2ccccc21)N1CCOCC1 | 2% | 8.9µM* | 58%[activator] | 8% | -3% | -17% | -2% | -4% | -5%
19 | COc1ccccc1C(=O)Nc1nsc(-c2ccccc2)n1 | -2% | 13% | 19% | 0% | 3% | 1% | 8% | -1% | -18%
20 | CCOc1cc(CNCCc2ccccc2)ccc1OCC(=O)NC(C)(C)C | 2% | 2% | -2% | -23% | -6% | -16% | -4% | -2% | -2%
21 | CS(=O)(=O)N1CCN(C(=O)COc2ccc3ccccc3c2)CC1 | 6% | 17% | 42%[activator] | 18% | 2% | -2% | -4% | -21% | 0%
22 | O=c1c2cc(N3CCOCC3)ccc2[nH]c(=S)n1CCc1ccccc1 | 14% | -9% | 43%[activator] | -7% | 0% | -22% | -11% | 4% | 2%
23 | CC1CC(=O)Nc2ccccc2N1C(=O)CSc1nnnn1C(C)C (configuration not stated) | 12% | ? | 40% | nt | nt | -6% | 16% | -4% | nt
24 | Cc1cnc(C(=O)Nc2ccccc2F)cn1 | 3% | ? | ? | 3% | 0% | -3% | 2% | ? | -4%

Sorted by heavy-atom count (smallest number first): three of the compounds above
No. | mol | APEX1 inh | G9a block | Pol iota inh | POLB inh | BLM inh | Pol eta inh | POLK inh | BAZ2B block | Apoferritin bind
24 | Cc1cnc(C(=O)Nc2ccccc2F)cn1 | 3% | ? | ? | 3% | 0% | -3% | 2% | ? | -4%
15 | COc1ccc(NC(=O)NCc2ccco2)c(OC)c1 | 0% | ? | -7% | 17% | -3% | -9% | 5%[60.1 µM] | -8% | -3%
20 | CCOc1cc(CNCCc2ccccc2)ccc1OCC(=O)NC(C)(C)C | 2% | 2% | -2% | -23% | -6% | -16% | -4% | -2% | -2%

Further compounds:
No. | mol | APEX1 inh | G9a block | Pol iota inh | POLB inh | BLM inh | Pol eta inh | POLK inh | BAZ2B block | Apoferritin bind
25 | CCCSc1ncc(Cl)c(C(=O)NCc2ccc(OC)cc2)n1 | nt | 8%[59 µM] | -2% | 14% | 0% | nt | 14% | 8% | 54%[activator]
26 | COc1ccc(Oc2ncc3ncc(=O)n(CCc4ccccc4)c3n2)cc1 | 3% | 1%[12.7 µM] | nt | nt | 1% | nt | 0%[60.1 µM] | nt | nt
27 | CCOC(=O)N1CCN(CC(O)COCc2ccccc2)CC1 (configuration not stated) | -3% | 2% | 5% | 12% | 3% | -7% | -1% | 4% | -7%
28 | COc1ccc(N(CC(=O)NC(C)c2ccccc2)S(=O)(=O)c2c(C)noc2C)cc1 (configuration not stated) | 72%[activator] | 42% | 8%&32% | 18%&12% | 0%&-2% | -9%&-20% | 6%&7% | -22% | -13%&7%
29 | CC[C@@]1(C(=O)OC)N[C@H](CN(C)S(=O)(=O)c2ccc(OC)cc2)[C@@H]2C(=O)N(C)C(=O)[C@@H]21 | -5% | nt | -3% | nt | nt | 6% | 9% | nt | nt
30 | Fc1ccc(-n2nnc(-c3ccccc3)n2)cc1 | 5% | 5%[2.33 µM] | -11% | -8% | -5% | -7% | 10% | -2% | -3%
31 | O=c1[nH]c(=O)c2cc([N+](=O)[O-])cc([N+](=O)[O-])c2[nH]1 | 2% | ? | 69%[activator] | 22% | -11% | -9% | -13% | 6% | -9%
32 | COc1ccc(Cl)cc1NS(=O)(=O)c1cccc(C(=O)NC2CCC(O)CC2)c1 (configuration not stated) | 8% | ? | 24% | nt | nt | -23% | -16% | 0% | nt
33 | Cc1ccc(-n2ncc(C(=O)NCCN3CCc4ccccc4C3)c2C2CCN(C(=O)OC(C)(C)C)CC2)cc1 | nt | -41%[59 µM] | 30% | -12% | -3% | -22% | -4% | -15%[57.1 µM] | -17%
34 | C=CCOc1c(Cl)cc(CNc2ccc(N(C)C)cc2)cc1OC | 0% | 1.8µM* | 8.9µM* | -24% | 2% | -6% | -20% | 25µM* | ?
35 | CCNC(=O)NC(=O)C(C)Oc1ccc(Br)cc1Br (configuration not stated) | 7% | 3% | 110%[activator] | -1% | 2% | -16% | -3% | nt | -24%
36 | COC(=O)c1cc(Br)c(=O)n(CCN2CCCCC2)c1 | -3% | -4%[59 µM] | 0% | 7% | 1% | -14% | -17% | -1% | -10%
37 | CCOc1cc(C2C3=C(CC(C)(C)CC3=O)N(CCCOC)C3=C2C(=O)CC(C)(C)C3)ccc1OC | 5% | 2%[0.501 µM] | 40%[activator] | 30% | 3% | -12% | 4% | 2% | -5%
38 | CCN(CC)C(=O)CN(c1ccc(F)c(Cl)c1)S(C)(=O)=O | -2% | 13%[12.7 µM] | 7% | 15% | 0% | -17% | -9% | -2% | -7%
39 | Cc1ccc(S(=O)(=O)Nc2ccc3c(c2)CCCN3C(=O)c2cccs2)cc1 | nt | 3%[59 µM] | -2% | -3% | -3% | -15% | 3%[60.1 µM] | -23% | ?
40 | CCn1nnnc1NC(=O)c1cc(Cl)c(OC)c(Cl)c1 | -5% | -4% | 0% | -12% | -2% | -7% | -4% | -17% | -6%
41 | CCCCCO | 0%&-1% | 0%[0.501 µM] | 8% | nt | nt | -3% | 0% | -4% | nt
42 | FC(F)(F)c1cccc(Oc2nc(-c3ccccc3)nnc2C(F)(F)F)c1 | 0% | 28%[59 µM] | 2% | 24% | 1% | -10% | -5% | 28% | ?
43 | CS(=O)(=O)N(CC(=O)N1CCN(c2ccccc2F)CC1)C1CCCCC1 | 0% | nt | 13% | 13% | -1% | 7% | 1% | -6% | -7%
44 | COc1ccc(-n2nnc(-c3nsc(NC(=O)c4cccs4)n3)c2C)cc1OC | nt | -7%[59 µM] | -27% | -6% | -2% | -9% | 4% | -25% | 2%
45 | O=C(Cc1ccccc1[N+](=O)[O-])NCc1ccc2c(c1)OCO2 | 1% | ? | 5% | 19% | -6% | -20% | -2% | 2% | -5%
46 | O=C(OCCCN=C1NS(=O)(=O)c2ccccc21)c1ccccc1 | -15% | 29% | 0% | 30% | 1% | -21% | -10% | -4% | -4%
47 | Cc1ccc(CNC(=O)COC(=O)C2CCN(S(=O)(=O)c3cccs3)CC2)cc1 | 0% | 4% | 24% | 18% | -3% | -14% | -9% | nt | -4%
48 | CC1=C(C(=O)Nc2ccc(C)cc2)C(c2ccco2)NC(=O)N1 (configuration not stated) | 1% | 9%[59 µM] | 25% | 28% | 1% | -18% | 1% | 0% | -5%
49 | COc1ccccc1NC(=O)NCc1ccco1 | 13% | 4%[59 µM] | 66%[activator] | 31% | -3% | -12% | 9% | -15% | -3%
50 | COc1ccc(C(C)=O)cc1CC(=O)NC1CCCCCC1 | 29% | 21% | 5% | 7% | -3% | -9% | 1% | -7% | -17%
51 | CC[n+]1c(/C=C(\C)OC)sc2ccccc21 | 1% | ? | 11% | 9% | -1% | -6% | -4% | 56µM* | -8%
52 | COc1cc(/C=C2\SC(N)=NC2=O)cc(OC)c1 | -12% | nt | 3% | ? | -3% | 0% | -3% | -1% | -10%
53 | CC1=C(C(=O)OCc2cc(C)on2)N2C(=O)[C@@H](NC(=O)OCc3cc(C)on3)[C@H]2SC1 | 21% | 10%[0.501 µM] | 58%[activator] | nt | nt | ? | -16%&3% | 8% | nt
